High-throughput results: PubChem BioAssay, The Scripps Research Institute Molecular Screening Center
TAAR1 ag: agonists of human TAAR1 | CHO RD-HGA16 TAAR1, Fluo-8 calcium fluorescence; vehicle wells 0%, saturating PEA agonist 100% | actives 0.99% (n = 360,000) | activation, % at 3 µM;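 active means activation above the mean activation of all test compounds in the run plus 3 SD, cut at about 38% in these data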
Target sequence (Q96RJ0 whole entry, looked up): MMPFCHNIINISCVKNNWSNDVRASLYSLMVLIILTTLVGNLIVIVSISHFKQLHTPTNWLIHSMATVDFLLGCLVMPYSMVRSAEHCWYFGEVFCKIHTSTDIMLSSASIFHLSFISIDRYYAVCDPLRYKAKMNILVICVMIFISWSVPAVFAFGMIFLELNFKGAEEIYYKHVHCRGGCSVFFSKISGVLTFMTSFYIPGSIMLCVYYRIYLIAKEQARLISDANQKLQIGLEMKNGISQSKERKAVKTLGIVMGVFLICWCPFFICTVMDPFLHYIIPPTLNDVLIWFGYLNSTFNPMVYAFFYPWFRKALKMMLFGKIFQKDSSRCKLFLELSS
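test system = CHO RD-HGA16 cells carrying human TAAR1 plus Gα16 | schedule = 17-24 h seeding, 75 min 37 °C dye, 30 min RT | compound dosing = 3 µM single concentration | control set = DMSO and PEA EC100 | replicates = n 1 | signal = Fluo-8 fluorescence, 5 s baseline then 140 s kinetic read | measure = percent activation vs PEA EC100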
TAAR1 antag: human TAAR1 antagonism. actives 1.5% (n = 360,000). inhibition, % at 3 µM. CHO RD-HGA16 TAAR1, Fluo-8 calcium fluorescence, antagonist;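 active means inhibition above a per-plate cutoff, the mean inhibition of test compounds on that plate plus 3 SD, cut at about 49% in these data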;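 further: 0% = DMSO plus EC80 beta-PEA response and 100% = DMSO alone without agonist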
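System: RD-HGA16 CHO cells with stable hTAAR1 and Gα16 | Probe or stimulus: EC80 β-phenethylamine stimulus | Dosing: 3 µM, single point | Times: Dye loading 75 min at 37 °C, then 30 min room temperature | Measured by: Fluo-8 calcium-sensitive fluorescence | Read-out basis: % inhibition of agonist calcium response | Replicates: n of 1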
Numbers without * were called inactive.

SMILES | TAAR1 ag | TAAR1 antag
COc1cc(OC)c(NC(=O)C(Sc2nc(C)cc(C)c2C#N)c2ccccc2)cc1Cl (configuration not stated) | 3 | -7
O=C(N[C@H](C(=O)N1CCC[C@H]1C(=O)NCCc1ccccc1Cl)c1ccccc1)c1ccc(Cl)c(Cl)c1 | 4 | 44
COC(=O)[C@]12C[C@H](CC(=O)NCCC(C)C)C(=O)N(CCC3=CCCCC3)C1=C[C@H](C(C)(C)C)O[C@@H]2C | -2 | -77
COC(=O)C1=CN(c2ccc(N3CCOCC3)cc2)C(N)=C(C#N)C1c1cccc(OC)c1OC (configuration not stated) | 4 | -29
CSCCC(C(=O)NC1CCCC1)n1c(C2CC2)nc2ccccc21 (configuration not stated) | 1 | -22
CC(C)(C)NC(=O)C(c1cccc2ccccc12)n1c(=O)c(-c2cc3ccccc3[nH]2)nc2ccccc21 (configuration not stated) | 1 | -17
CC1(C(=O)NCc2ccccc2)CSCC(=O)N1Cc1cccc(F)c1 (configuration not stated) | 0 | -5
COC(=O)C1=C(C)N(Cc2ccccc2)C(=S)NC1c1cccc(OC)c1 (configuration not stated) | 0 | 35
CCOC(=O)C1=C(C(=O)OCC)C2N(Cc3ccc(Br)cc3)c3ccccc3[C@@]23C[C@@H](C(=O)OC)N(S(=O)(=O)c2ccc(Br)cc2)C3=N1 (some centres not stated) | 0 | -14
CC(C)(C)NC(=O)C(c1ccc(-c2ccccc2)cc1)n1c(=O)c(-c2cc3ccccc3[nH]2)nc2ccccc21 (configuration not stated) | 2 | -7
O=C(N[C@H]1CC[C@H](CC(=O)N2CCCCC2)O[C@@H]1CO)c1cccc(F)c1 | 1 | 5
COc1ccc(OC)c(CN(CC(C)C)S(=O)(=O)c2ccccc2Br)c1 | 2 | 31
CC(=O)C[C@@H]1OC2CCCCC2N1S(=O)(=O)c1ccc(C)cc1 (some centres not stated) | 1 | -21
COC(=O)N1C[C@H](Oc2cccc3ccccc23)[C@H]2C[C@@H]1c1ccccc1O2 | 0 | -32
COC(=O)C1=C(C)N(C)C(=NCC2CC2)NC1c1ccc(Cl)cc1 (configuration not stated) | 0 | -6
Cc1ccccc1-c1ccc2c(c1)[C@@H]1C[C@H](N(C)CC3CCCCC3)[C@H]([C@H](C)O)CN1CC2 | 4 | -17
O=C(Cc1c[nH]c2ccccc12)Nc1ccc(Nc2ccncc2)cc1 | 1 | -6
COC(=O)/C=C1\OC(C2CC2)c2ccccc21 (configuration not stated) | 1 | -25
CCCn1cc(CCC(=O)Nc2ccc(Oc3cccnc3)cc2)c2ccccc21 | -2 | 29
COc1ccc2[nH]cc(C(=O)CN3CCCCC3C)c2c1 (configuration not stated) | 4 | 8
COCCN1CCCc2nc(-c3ccc(Br)cc3)ccc21 | -1 | -17
COC(=O)C[C@@H]1CC[C@H](NS(=O)(=O)c2ccccc2F)[C@@H](CO)O1 | 1 | 11
O=C(NCC[C@@H]1CC[C@@H](NC(=O)c2cnccn2)[C@@H](CO)O1)c1ccc2c(c1)OCO2 | 3 | -5
COc1ccc(C(C)=O)cc1CSC(=S)N1CCSCC1 | 0 | 18
CC(C)C[C@H](NC(=O)c1ccc(Cl)cc1Cl)C(=O)N1CCC[C@H]1C(=O)NCc1ccccc1 | -2 | -19
C#CCN1CC(COc2ccccc2)Oc2cccc(Oc3ccc(C(C)C)cc3)c2S1(=O)=O (configuration not stated) | 1 | 5
COC(=O)c1cc2c(c3c4cc(C#N)ccc4n(S(=O)(=O)c4ccc(C)cc4)c13)C(=O)N(C)C2 | -2 | -15
C[C@H]1[C@H](c2ccccc2)Oc2cccc(NCCc3ccccc3)c2S(=O)(=O)N1Cc1cccc(F)c1 | 61* | 7
COC(=O)C1=C(C)N(Cc2ccc(Br)cc2)C(=S)NC1c1ccc(F)cc1 (configuration not stated) | 0 | 23
O=C(CC1CCCC1)N[C@H](C(=O)N1CCC[C@H]1C(=O)NCc1ccccc1)c1ccccc1 | 0 | 6
C=CCN1C=C(C(=O)OCC)C(=O)CC1 | 0 | -8
O=C(NCC[C@H]1CC[C@H](NS(=O)(=O)c2ccccc2F)[C@@H](CO)O1)c1ccc(F)cc1 | 2 | -8
CCCCOCC1CN(Cc2ccccc2OC)S(=O)(=O)c2cc(Cl)ccc2O1 (configuration not stated) | 1 | -3
Cc1ccc(CN(C)C[C@H]2OCc3cnnn3CCCC(=O)N([C@H](C)CO)C[C@@H]2C)cc1 | 0 | -8
CC(=O)OC[C@H]1O[C@H](C#Cc2ccc(C(C)(C)C)cc2)C=C[C@H]1OC(=O)Nc1ccccc1 | 0 | 2
Cc1cc(Br)cn2c(Cc3ccccc3C(F)(F)F)c(-c3cccc(Cl)c3)nc12 | 0 | -27
CC1(C(=O)NCc2ccccc2)CSCC(=O)N1CCOc1ccccc1 (configuration not stated) | 0 | 1
CC(C)C[C@H]1CNC(=O)C(=O)N1C[C@@H]1CCCN1C[C@H](Cc1ccccc1)N1C[C@H](CC(C)C)N(CC2CCCCC2)C(=O)C1=O | 1 | -19
COC(=O)C1=C(C)N(C)C(=NCC2CC2)NC1c1cccc(F)c1 (configuration not stated) | 1 | -5
CC(C)NC(=O)C1(C)CN(S(C)(=O)=O)CC(=O)N1C1CCCCCC1 (configuration not stated) | 0 | -8
COc1ccccc1C(C(=O)c1ccccc1)c1ccc2ccccc2c1 (configuration not stated) | 4 | 6
CS(=O)(=O)c1ccc(S(=O)(=O)NCC2CCN(C(=O)C(=O)c3cc4ccccc4o3)CC2)cc1 | 2 | -9
O=C(c1ccccc1)C12COc3ccccc3C1ON=C2c1ccccc1 (configuration not stated) | 3 | -11
N#Cc1cccc(C2CC(OCCF)=CC(=O)O2)c1 (configuration not stated) | 3 | -3
CC(C)(C)N1C(=O)c2ccccc2NC(=O)C1C(=O)NCCc1ccccc1F (configuration not stated) | 2 | -18
COc1cc2c(NCCCCCCO[N+](=O)[O-])ncnc2c(OC)c1OC | 2 | -15
COc1ccc(CN2C[C@@]3(O)CC[C@@H](O)[C@@H](OC)[C@@H]3[C@@]2(C)[C@H](O)CC=C(C)C)cc1 | 0 | 7
C#CCN([C@@H](C)C(=O)OCC)S(=O)(=O)c1ccc(Br)cc1F | -2 | 15
CC(=O)NC(Cc1ccccc1C)C(=O)NC1CCN(c2c3c(nc4ncnn24)CCC3)CC1 (configuration not stated) | 5 | -12
O=C(NCC1CCN(C(=O)C(=O)c2cc3ccccc3o2)CC1)c1ccncc1 | 2 | -8
CCCCCNC(=O)C1C(=O)Nc2ccccc2C(=O)N1c1ccc(OC)cc1 (configuration not stated) | 2 | -10
COC(=O)[C@@]12C[C@@H](CC(=O)NCCc3ccccc3OC)C(=O)N(Cc3ccccc3)C1=CCC(C)(C)C2 | 11 | -15
COc1ccc(C(C(=O)NC(C)(C)C)n2c(=O)c(-c3ccccc3)nc3ccccc32)cc1 (configuration not stated) | -2 | -23
Nc1ncnc2c1ncn2[C@@H]1O[C@H](C(=O)N[C@@H](CCc2ccccc2)C(=O)O)[C@@H](O)[C@H]1O | 1 | -9
Cc1noc(C)c1S(=O)(=O)N(C)C[C@@H]1OCc2cn(nn2)CCCC(=O)N([C@H](C)CO)C[C@H]1C | 2 | -5
COC(=O)CC#C[C@H](C)[C@@H](NS(=O)(=O)c1ccc(C)cc1)C1CCCCC1 | 4 | 1
COCCN1C(=O)CSCC1(C)C(=O)Nc1c(C)cccc1C (configuration not stated) | 1 | -12
CC1(C(=O)NCc2ccccc2)CN(S(C)(=O)=O)CC(=O)N1C1CCN(Cc2ccccc2)CC1 (configuration not stated) | 3 | -8
CCOC(=O)[C@]12CCCC=C1N(CCc1ccc(OC)c(OC)c1)C(=O)[C@H](CC(=O)NCc1ccc(C)o1)C2 | 2 | -1
CC(C)C[C@H]1COc2ccc(Cl)cc2S(=O)(=O)N1 | -2 | 2

Next part
SMILES | TAAR1 ag | TAAR1 antag
COC(=O)C1=CN(c2ccc(Oc3ccccc3)cc2)C(N)=C(C#N)C1c1cccc(F)c1 (configuration not stated) | 0 | -1
O=C(NCCc1ccccc1Cl)[C@@H]1CCCN1C(=O)[C@H](Cc1cccnc1)NC(=O)N1CCOCC1 | 49* | 11
CN1CC[C@@H]2CN(S(=O)(=O)c3ccccc3)[C@H](c3ccccc3Br)C[C@@H]21 | 2 | -1
O=C(N[C@H](C(=O)N1CCC[C@H]1C(=O)NCc1ccccc1)C1CCCCC1)c1ccccc1 | -2 | 10
O=C(Nc1c(-c2ccccc2)[nH][nH]c1=O)c1ccc2ccccc2c1 | -1 | -7
Cc1cccc(C)c1NC(=O)C1(C)CN(S(C)(=O)=O)CC(=O)N1Cc1ccco1 (configuration not stated) | 4 | -14
COC(=O)C1=C(C)N(C)C(=NCc2ccc(OC)cc2)NC1c1cccc(C(F)(F)F)c1 (configuration not stated) | 13 | -6
O=C(Cc1c[nH]c2ccccc12)Nc1ccc(Nc2cccnc2)c(-c2ccc(Cl)c(Cl)c2)c1 | 11 | 71*
O=C(C(=O)N1CCN(S(=O)(=O)c2ccc(F)cc2)CC1)c1cccc(C(F)(F)F)c1 | -1 | 3
CC(C)(C)c1ccc(C#C[C@@H]2C=C[C@@H](O)[C@@H](COC(=O)NCc3ccccc3)O2)cc1 | 1 | -16
COC(=O)C1=C(C)N(Cc2cccc(C(F)(F)F)c2)C(=NCc2ccc3c(c2)OCO3)NC1c1cccc(F)c1 (configuration not stated) | 65* | 58*
Nc1[nH]c(C(=O)c2ccccc2)c(-c2cccc(C(F)(F)F)c2)c1C(=O)c1c[nH]c2ccccc12 | 3 | -1

Continued, overlapping the part above by two compounds.
SMILES | TAAR1 ag | TAAR1 antag
COC(=O)C1=C(C)N(Cc2cccc(C(F)(F)F)c2)C(=NCc2ccc3c(c2)OCO3)NC1c1cccc(F)c1 (configuration not stated) | 65* | 58*
Nc1[nH]c(C(=O)c2ccccc2)c(-c2cccc(C(F)(F)F)c2)c1C(=O)c1c[nH]c2ccccc12 | 3 | -1
Cc1cccc(C)c1NC(=O)C(c1ccncc1)n1c(=O)c(-c2ccco2)nc2ccccc21 (configuration not stated) | 1 | -18
CN(C(=O)c1ccc(Cl)cc1)c1ccc(OCC(=O)Nc2cc(C(=O)O)ccc2Cl)cc1 | 7 | -18
Cc1cn2c(=O)c3ncn(C4OC(CO)C(O)C4O)c3n(C)c2n1 (configuration not stated) | 0 | 11
Cc1cc(C)c(CN2CCN(C(=O)Cn3cc(C)c(=O)[nH]c3=O)CC2)c(C)c1 | -1 | -12
CCOCCCn1c(=N)c(C(=O)NCc2ccc3c(c2)OCO3)cc2c(=O)n3ccccc3nc21 | 0 | 23
COC(=O)C1=C(C)N(Cc2ccc(Cl)cc2)C(=S)NC1c1ccc(Br)cc1 (configuration not stated) | 0 | 6
CCCCNC(=O)c1nc(C2CCNCC2)oc1-c1ccccc1 | 0 | -15
O=C(NC1CCCC1)C(C1CC1)n1c(-c2ccccn2)nc2ccccc21 (configuration not stated) | -1 | -17
CN1C(=O)CN2CCc3ccccc3C2c2cc(Cl)ccc21 (configuration not stated) | 4 | -4
CC(C)C[C@H]1COc2cc(N3CCCC3)ccc2S(=O)(=O)N1 | 2 | 5

Quoted from the entries so far, 15 compounds:
SMILES | TAAR1 ag | TAAR1 antag
O=C(Nc1c(-c2ccccc2)[nH][nH]c1=O)c1ccc2ccccc2c1 | -1 | -7
Cc1cccc(C)c1NC(=O)C1(C)CN(S(C)(=O)=O)CC(=O)N1Cc1ccco1 (configuration not stated) | 4 | -14
COC(=O)C1=C(C)N(C)C(=NCc2ccc(OC)cc2)NC1c1cccc(C(F)(F)F)c1 (configuration not stated) | 13 | -6
O=C(Cc1c[nH]c2ccccc12)Nc1ccc(Nc2cccnc2)c(-c2ccc(Cl)c(Cl)c2)c1 | 11 | 71*
O=C(C(=O)N1CCN(S(=O)(=O)c2ccc(F)cc2)CC1)c1cccc(C(F)(F)F)c1 | -1 | 3
CC(C)(C)c1ccc(C#C[C@@H]2C=C[C@@H](O)[C@@H](COC(=O)NCc3ccccc3)O2)cc1 | 1 | -16
COC(=O)C1=C(C)N(Cc2cccc(C(F)(F)F)c2)C(=NCc2ccc3c(c2)OCO3)NC1c1cccc(F)c1 (configuration not stated) | 65* | 58*
Nc1[nH]c(C(=O)c2ccccc2)c(-c2cccc(C(F)(F)F)c2)c1C(=O)c1c[nH]c2ccccc12 | 3 | -1
Cc1cccc(C)c1NC(=O)C(c1ccncc1)n1c(=O)c(-c2ccco2)nc2ccccc21 (configuration not stated) | 1 | -18
CN(C(=O)c1ccc(Cl)cc1)c1ccc(OCC(=O)Nc2cc(C(=O)O)ccc2Cl)cc1 | 7 | -18
Cc1cn2c(=O)c3ncn(C4OC(CO)C(O)C4O)c3n(C)c2n1 (configuration not stated) | 0 | 11
Cc1cc(C)c(CN2CCN(C(=O)Cn3cc(C)c(=O)[nH]c3=O)CC2)c(C)c1 | -1 | -12
CCOCCCn1c(=N)c(C(=O)NCc2ccc3c(c2)OCO3)cc2c(=O)n3ccccc3nc21 | 0 | 23
COC(=O)C1=C(C)N(Cc2ccc(Cl)cc2)C(=S)NC1c1ccc(Br)cc1 (configuration not stated) | 0 | 6
CCCCNC(=O)c1nc(C2CCNCC2)oc1-c1ccccc1 | 0 | -15

These rows are one share of the data. The share of hits here may be higher or lower than overall.
